# Compound activity as filed in PubChem.
# GLD-1 RNA inh – GLD-1/TGE RNA complex disruptors, primary screen, biochemical, fluorescence polarization | AID 2280, 2010 | purified GLD-1 + fluorescein TGE RNA | Female germline-specific tumor suppressor gld-1 (Caenorhabditis elegans), Q17339 | hit rate 0.44% among 320,000 | inhibition, % at 5.96 µM;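 active means percent inhibition above a per-plate cutoff, the plate mean of test compounds plus 3 SD, cut at about 30% in these data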;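 further: 0% = DMSO wells with GLD-1 and probe and 100% = wells lacking GLD-1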
# Target sequence (Q17339 whole entry, looked up): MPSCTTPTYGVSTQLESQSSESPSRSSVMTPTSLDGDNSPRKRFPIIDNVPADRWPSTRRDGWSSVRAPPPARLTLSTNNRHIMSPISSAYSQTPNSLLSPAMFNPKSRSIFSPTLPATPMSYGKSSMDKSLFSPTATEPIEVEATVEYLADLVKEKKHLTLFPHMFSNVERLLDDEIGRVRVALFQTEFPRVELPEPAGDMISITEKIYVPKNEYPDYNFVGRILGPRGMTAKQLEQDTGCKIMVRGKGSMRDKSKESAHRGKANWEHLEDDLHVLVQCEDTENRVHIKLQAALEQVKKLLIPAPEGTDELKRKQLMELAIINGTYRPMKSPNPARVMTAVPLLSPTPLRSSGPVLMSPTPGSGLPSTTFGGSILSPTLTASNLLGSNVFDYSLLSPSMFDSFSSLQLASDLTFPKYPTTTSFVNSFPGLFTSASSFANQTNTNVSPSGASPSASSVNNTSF
# Efflux pump mplx – inhibitors of Candida efflux pumps in yeast, primary screen, S. cerevisiae, Nile Red, multiplex; S. cerevisiae Candida pump triplex; inhibition, % at 10 µM; hit rate 0.44% among 330,000; AID 485275, 2010;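 active means plate passing quality check with inhibition over a set limit, or well fluorescence over plate mean plus 4 SD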;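 further: Nile Red retained in pooled yeast measured as flow cytometry median fluorescence; 0% = buffer negative control and 100% = Enniatin B positive control; higher means more Nile Red kept so more efflux inhibition; some compounds called inactive have numbers as strong as hits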
# Yeast superoxide – reduction of superoxide in aged yeast, primary screen, HTS; S. cerevisiae aged cells, superoxide DHE fluorescence; active compounds read low; superoxide response (% of plate mean), % at 10 µM; hit rate 0.18% among 330,000; AID 2690, 2010;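 active means superoxide response under a set limit, about three screen SD below normal, cut at about 65% in these data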;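 further: yeast aged for seven days with compound at 30 °C before DHE staining; 100% = average MFI of all compound-treated wells on the plate with controls excluded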
# Active calls of the source: *.
SMILES,GLD-1 RNA inh,Efflux pump mplx,Yeast superoxide
Cc1ccn2c(NC3CCCCC3)c(-c3cccc(SC4CCCCC4)c3)nc2c1,-24,0.4,90
O=C(COC(=O)/C=C/c1ccc([N+](=O)[O-])cc1)NCC1CCCCC1,0,-0.2,86
CC(C)NC(=O)N(C)C[C@H]1Oc2ccc(NC(=O)Cc3ccccc3)cc2C(=O)N([C@H](C)CO)C[C@@H]1C,6,0.0,91
COC(=O)[C@]1(C)N[C@H](CN(C)C(=O)Nc2ccc(F)cc2)[C@@H]2C(=O)N(C)C(=O)[C@@H]21,1,-0.3,87
O=S(=O)(c1ccc2c(c1)OCCO2)N1CCN(S(=O)(=O)c2ccccn2)CC1,0,0.4,92
COc1cc(OC)cc(-c2c(-c3ccc(F)cc3)c3cc(-c4ccc(SC)cc4)ccc3n2C)c1,-12,0.3,128
COc1cc2nc(CN3CCN(S(=O)(=O)c4cc(C)ccc4C)CC3)[nH]c(=O)c2cc1OC,0,0.0,96
COc1ccc(NC(=O)CN2C(=O)NC(C)(c3ccc4c(c3)OCO4)C2=O)cc1S(N)(=O)=O (stereo not drawn),7,0.0,104
Cn1ccnc1SCC(=O)Nc1cccc(C#N)c1,3,0.1,92
O=C1NC(Cc2ccc(O)cc2)c2nc3ccc(Br)cc3c(=O)n2-c2ccc(Cl)cc21 (stereo not drawn),-2,0.0,90
Cc1ccc(Oc2ccc(NS(=O)(=O)c3cccc(C(=O)O)c3)cc2)cc1,4,-0.1,106
O=C(COC(=O)COc1ccc(Cl)cc1Cl)NC1CCS(=O)(=O)C1 (stereo not drawn),4,0.0,94
COc1cc(C(=O)COC(=O)C2CC2(Cl)Cl)cc(OC)c1OC (stereo not drawn),3,0.1,93
CN(c1ccc(OCC(=O)Nc2cc(Cl)ccc2C(=O)O)cc1)S(=O)(=O)c1ccc(F)cc1,5,0.0,59*
Cc1noc(C)c1S(=O)(=O)Nc1ccc2c(c1)C(=O)N([C@H](C)CO)C[C@H](C)[C@@H](CN(C)C(=O)Nc1ccccc1)O2,2,-0.5,91
COc1ccc(-c2nnc(C(C)Nc3cccc(C(=O)NC4CC4)c3)o2)cc1 (stereo not drawn),-4,0.0,112
O=C(COC(=O)[C@@H]1CCCN1C(=O)c1cccs1)Nc1cccc([N+](=O)[O-])c1,-3,-0.1,80
Cc1ccc(NC(=S)NC(=O)c2cccs2)cc1F,1,0.1,83
O=C(Nc1ccccc1)c1nc[nH]c1C(=O)NCCCCCCNC(=O)c1[nH]cnc1C(=O)Nc1ccccc1,6,0.0,93
COC(=O)[C@H](Cc1ccccc1)N(Cc1ccccc1)S(=O)(=O)N(Cc1ccccc1)[C@@H](Cc1ccccc1)C(=O)OC,9,0.4,98
COc1ccc(/C=C/c2c(-c3ccc(OC)cc3)sc3cc(OC)c(OC)cc23)cc1,4,0.3,106
COc1cccc(/C=C/C(=O)OCC(=O)Nc2cccc(S(=O)(=O)NC3=NCCCCC3)c2)c1,6,0.3,117
O=C(N/C(=C\c1ccco1)C(=O)N1CCCCC1)c1ccc([N+](=O)[O-])cc1,0,0.0,110
Cc1onc(-c2c(F)cccc2Cl)c1C(=O)Nc1ccc(S(=O)(=O)N2CCOCC2)cc1,-3,-0.2,82
CCCCNc1c(-c2ccc(OC)c(Sc3ccc(OC)cc3)c2)nc2cnccn12,5,-0.3,107
O=C(c1cccc(S(=O)(=O)N2CCc3ccccc32)c1)N1CCOCC1,-4,-0.1,101
COc1ccc(NC(=O)Nc2cccc3c2O[C@H](CN(C)S(C)(=O)=O)[C@@H](C)CN([C@H](C)CO)C3=O)cc1,5,0.5,103
CCN(C[C@H]1N[C@@](Cc2ccccc2)(C(=O)OC)[C@H]2C(=O)N(C)C(=O)[C@@H]12)C(=O)COC,2,-0.1,95
O=C(COC(=O)c1ccco1)NNC(=O)c1ccc(Cl)cc1,-1,0.0,137
CCCN(C(=O)CCc1ccc(OC)cc1)c1c(N)n(Cc2ccccc2)c(=O)[nH]c1=O,5,0.0,89
CC1CC(C)CN(C(C)C(=O)Nc2cc(S(=O)(=O)N3CCCCC3)ccc2Cl)C1 (stereo not drawn),-1,0.6,115
O=C(Nc1ccc(N2CCOCC2)cc1)c1cccc(S(=O)(=O)N2CCOCC2)c1,0,-0.1,106
COc1cc(N)c(Cl)cc1C(=O)OCC(=O)NCc1cccs1,1,0.2,102
Cc1ccc(S(=O)(=O)N2CCN(C(=O)CN3C(=O)NC(C)(c4ccc(Cl)cc4)C3=O)CC2)c(C)c1 (stereo not drawn),0,0.1,88
Cc1ccc(CNC(=O)CN2C(=O)NC3(CCCC3)C2=O)cc1,-2,-0.1,98
CCN1CCN(S(=O)(=O)c2ccc3c4c(cccc24)C(=O)N3CC)CC1,3,-0.2,87
CC1CCCCC1NC(=O)COC(=O)c1ccc2c(=O)n3c(nc2c1)CCC3 (stereo not drawn),2,0.4,117
CC(=O)Nc1ccc(S(=O)(=O)NCCC(=O)OCC(=O)NCc2ccccc2)cc1,2,0.1,80
Cc1ccc(NC(=O)c2ccc(Cl)nc2)cc1S(=O)(=O)N1CCOCC1,0,0.1,94
CN(CC(=O)Nc1ccc(N2CCOCC2)cc1)C(=O)c1ccc(CS(C)(=O)=O)cc1,1,0.0,82

# 3 records drawn at random from those above:
SMILES,GLD-1 RNA inh,Efflux pump mplx,Yeast superoxide
Cc1ccc(S(=O)(=O)N2CCN(C(=O)CN3C(=O)NC(C)(c4ccc(Cl)cc4)C3=O)CC2)c(C)c1 (stereo not drawn),0,0.1,88
Cc1ccc(NC(=O)c2ccc(Cl)nc2)cc1S(=O)(=O)N1CCOCC1,0,0.1,94
O=C(Nc1ccc(N2CCOCC2)cc1)c1cccc(S(=O)(=O)N2CCOCC2)c1,0,-0.1,106

# Additional records follow:
SMILES,GLD-1 RNA inh,Efflux pump mplx,Yeast superoxide
O=C(CN1CCCC1c1cccs1)Nc1cc(S(=O)(=O)N2CCCC2)ccc1Cl (stereo not drawn),2,-0.3,122
O=C(COC(=O)C1CC(=O)N(Cc2ccco2)C1)Nc1ccc(F)cc1F (stereo not drawn),4,0.1,90
N#CCCN(C(=O)COC(=O)c1cc(=O)[nH]c2ccccc12)c1ccccc1,3,0.1,107
CCN(C[C@H]1N[C@@](Cc2ccccc2)(C(=O)OC)[C@H]2C(=O)N(Cc3ccccc3)C(=O)[C@@H]12)C(=O)c1ccc(C)cc1,-1,0.0,93
CC(C)CC1NC(=O)N(CC(=O)Nc2cc(S(=O)(=O)N3CCOCC3)ccc2Cl)C1=O (stereo not drawn),2,-0.3,105
C=C[C@@H]1c2cccc(C)c2N(S(=O)(=O)c2ccc(C)cc2)[C@H](c2ccccc2)C1(C#N)S(=O)(=O)c1ccccc1 (stereo partly drawn),-13,-0.2,83
C[C@H]1CN([C@@H](C)CO)C(=O)c2cc(NC(=O)c3ccncc3)ccc2O[C@H]1CN(C)Cc1ccc(C(=O)O)cc1,7,-0.1,118
COc1ccc(CCNC(=O)c2cccc(-n3cnnn3)c2)cc1,-4,0.2,108
CC(=O)Nc1ccc(S(=O)(=O)N(C)CC(=O)NCCOc2ccccc2)cc1,13,0.1,107
COc1ccc2ccc(=O)oc2c1CC(=O)C(C)C,-1,-0.1,112
CCCCn1c(N)c(N(CCOC)C(=O)c2ccc3c(c2)C(=O)N(c2ccccc2Cl)C3=O)c(=O)[nH]c1=O,7,-0.4,90
COc1ccc(C(CNC(=O)c2cc(S(=O)(=O)N3CCN(c4ccccc4)CC3)ccc2Cl)N(C)C)cc1 (stereo not drawn),13,0.3,103
CC(Sc1nnc(N)s1)C(=O)NNC(=O)c1cccc(Cl)c1 (stereo not drawn),-6,0.0,99
CC(C)C[C@H]1CN=C(N(C)C)N1CC(C)C,4,0.0,119
CC1CC(C)CN(S(=O)(=O)c2ccc(C(=O)NNC(=O)c3ccccc3F)cc2)C1 (stereo not drawn),8,0.1,121
CN(CC(=O)Nc1ccc(F)cc1)C(=O)CSc1nnc(Cc2ccccc2)o1,4,0.0,93
COc1cc([N+](=O)[O-])ccc1NC(=O)COC(=O)c1c[nH]c(=O)[nH]c1=O,2,0.0,103
CCS(=O)c1ccccc1C(=O)OCC(=O)N1CCC(c2ccccc2)=N1 (stereo not drawn),-3,-0.1,80
O=C(COC(=O)c1ccccc1O)NCc1ccccc1Cl,-3,0.0,97
Cc1noc(NS(=O)(=O)c2ccc(NC(=O)c3cc4ccccc4o3)cc2)c1C,1,0.0,101
CC(OC(=O)c1ccc(Cl)cc1O)C(=O)NCCC1=CCCCC1 (stereo not drawn),0,0.0,126
O=C1C=C(c2cccc(Br)c2)C[C@@H](c2ccc(Cl)cc2)C1,4,-0.1,103
CC(=O)c1cccc(NC(=O)C2CC(=O)N(C3CCCC3)C2)c1 (stereo not drawn),-4,0.1,76
Cc1cnc(C(=O)OCC(=O)N2CCC(C)CC2)cn1,0,-0.2,91
COc1ccccc1C1=CN(Cc2ccccc2)CCC1=O,-2,-0.4,93
COc1ccc(C(C)(C)C)cc1NC(=O)C1CC(=O)N(C2CCCC2)C1 (stereo not drawn),-1,0.1,118
CC(=O)Nc1ccc2c(COC(=O)[C@@H](NS(=O)(=O)c3ccc(C)cc3)C(C)C)cc(=O)oc2c1,-2,-0.2,96
CC1(C2CC2)NC(=O)N(CC(=O)Nc2ccc(SC(F)F)cc2)C1=O (stereo not drawn),-1,-0.1,124
O=C1N[C@H](Cc2ccccc2)COC(=O)[C@H](Cc2ccc(F)cc2)C/C=C\C[C@@H]1CC(=O)N(CCO)Cc1ccccc1,3,0.2,88
C=CC(=O)Nc1cccc(Oc2ncnc3[nH]cc(-c4cnc5ccccc5c4)c23)c1,-1,0.2,109
Cc1ccccc1C(=O)N1CCC(C(=O)OCc2ccccn2)CC1,9,0.2,99
COc1ccc(NC(=O)COC(=O)c2ccc3ccccc3n2)c(OC)c1,6,0.0,93
Cc1[nH]c2ccc(C(=O)N3CCC(C(N)=O)CC3)cc2c1C,0,0.0,116
CCc1nc2ccccc2c(C(=O)OCC(=O)N(C)Cc2ccccc2)c1C,8,-0.3,95
N#Cc1ccc(C(=O)OCC(=O)N2CCN(C(=O)c3ccco3)CC2)cc1,-10,-0.1,112
Cc1cccc(C)c1NC(=O)CNC(=O)c1cnccn1,-1,-0.1,79
CCn1nnc2cc(C(=O)Nc3ccc(C(=O)OC(C)C)cc3)ccc21,2,-0.1,100
C[C@@H]1COC(=O)[C@@H](Cc2ccc(F)cc2)C/C=C\C[C@@H](CC(=O)NCCO)C(=O)N1,-1,-0.3,93
O=C(CN1C(=O)c2ccccc2S1(=O)=O)Nc1cccc(S(=O)(=O)N2CCOCC2)c1,2,-0.4,103
Cc1c(C(=O)OCC(=O)NC(=O)NC2CCCCC2)cccc1[N+](=O)[O-],2,0.0,90

# Compound profiles (already shown). Screens in order: GLD-1 RNA inh	Efflux pump mplx	Yeast superoxide
# `Cc1c(C(=O)OCC(=O)NC(=O)NC2CCCCC2)cccc1[N+](=O)[O-]` across the screens: 2	0.0	90
# `Cn1ccnc1SCC(=O)Nc1cccc(C#N)c1` across the screens: 3	0.1	92
# `CN(c1ccc(OCC(=O)Nc2cc(Cl)ccc2C(=O)O)cc1)S(=O)(=O)c1ccc(F)cc1` across the screens: 5	0.0	59*
# `Cc1noc(C)c1S(=O)(=O)Nc1ccc2c(c1)C(=O)N([C@H](C)CO)C[C@H](C)[C@@H](CN(C)C(=O)Nc1ccccc1)O2` across the screens: 2	-0.5	91
# `CCN1CCN(S(=O)(=O)c2ccc3c4c(cccc24)C(=O)N3CC)CC1` across the screens: 3	-0.2	87

# Following part:
SMILES,GLD-1 RNA inh,Efflux pump mplx,Yeast superoxide
Cc1ccc(S(=O)(=O)N2CCN(c3ncnc4scc(-c5ccccc5)c34)CC2)cc1,5,-0.2,85
CC(C)[C@H](NC(=O)c1ccccc1)C(=O)OCC(=O)NCc1ccc2c(c1)OCO2,-8,-0.1,91
O=C(COC(=O)c1cc(=O)[nH]c2ccccc12)NC1CCCCC1,-4,-0.1,117
C[C@@H]1CN([C@@H](C)CO)C(=O)c2cccc(NS(C)(=O)=O)c2O[C@H]1CN(C)Cc1ccc(C(=O)O)cc1,10,-0.4,105
CCCCN(C(C)=O)c1ccc(S(=O)(=O)NC2=NCCCCC2)cc1NC(C)=O,6,-0.1,86
COC(=O)c1c(C)[nH]c(C(=O)OCC(=O)c2c(N)n(CC(C)C)c(=O)n(C)c2=O)c1C,4,-0.2,97
CC(C)(C)OC(=O)NCCCCCNC(=O)c1nc[nH]c1C(=O)N1CCN(c2ccccc2)CC1,6,-0.3,129
C[C@@H]1CN([C@H](C)CO)C(=O)c2cc(NS(=O)(=O)c3cn(C)cn3)ccc2O[C@@H]1CN(C)S(C)(=O)=O,-6,-0.4,89

# A portion of the library. The share of hits here may be higher or lower than overall.
